ARNT TACC3 PPI – disrupts binding between human ARNT and TACC3; 0.66% of 390,000 active; inhibition, % at 9.99 µM; AlphaScreen His-ARNT PAS-B/GST-TACC3 binding, luminescence; TACC3 fragment carries E629A point mutation; Q9Y6A5; AID 623870;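 active = mean inhibition of replicates at least 50% and at least half of replicates each reaching 50%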;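 also: 0% = complete ARNT plus TACC3 wells and 100% = ARNT alone without TACC3; many hits fall short of the cut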
ERAP1 inh – blocks human ERAP1 aminopeptidase activity; recombinant ERAP1, Leu-AMC fluorescence, 60 min; Q9NZ08; inhibition, % at 10.7 µM; 0.15% of 340,000 active;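 active = mean replicate inhibition of at least 30%, or all replicates individually reaching that 30% level; inactive = mean below 30% and not every replicate reaching it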;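 also: 0% = neutral control wells and 100% = L-leucinethiol positive control wells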
Target sequence (Q9NZ08 whole entry, looked up): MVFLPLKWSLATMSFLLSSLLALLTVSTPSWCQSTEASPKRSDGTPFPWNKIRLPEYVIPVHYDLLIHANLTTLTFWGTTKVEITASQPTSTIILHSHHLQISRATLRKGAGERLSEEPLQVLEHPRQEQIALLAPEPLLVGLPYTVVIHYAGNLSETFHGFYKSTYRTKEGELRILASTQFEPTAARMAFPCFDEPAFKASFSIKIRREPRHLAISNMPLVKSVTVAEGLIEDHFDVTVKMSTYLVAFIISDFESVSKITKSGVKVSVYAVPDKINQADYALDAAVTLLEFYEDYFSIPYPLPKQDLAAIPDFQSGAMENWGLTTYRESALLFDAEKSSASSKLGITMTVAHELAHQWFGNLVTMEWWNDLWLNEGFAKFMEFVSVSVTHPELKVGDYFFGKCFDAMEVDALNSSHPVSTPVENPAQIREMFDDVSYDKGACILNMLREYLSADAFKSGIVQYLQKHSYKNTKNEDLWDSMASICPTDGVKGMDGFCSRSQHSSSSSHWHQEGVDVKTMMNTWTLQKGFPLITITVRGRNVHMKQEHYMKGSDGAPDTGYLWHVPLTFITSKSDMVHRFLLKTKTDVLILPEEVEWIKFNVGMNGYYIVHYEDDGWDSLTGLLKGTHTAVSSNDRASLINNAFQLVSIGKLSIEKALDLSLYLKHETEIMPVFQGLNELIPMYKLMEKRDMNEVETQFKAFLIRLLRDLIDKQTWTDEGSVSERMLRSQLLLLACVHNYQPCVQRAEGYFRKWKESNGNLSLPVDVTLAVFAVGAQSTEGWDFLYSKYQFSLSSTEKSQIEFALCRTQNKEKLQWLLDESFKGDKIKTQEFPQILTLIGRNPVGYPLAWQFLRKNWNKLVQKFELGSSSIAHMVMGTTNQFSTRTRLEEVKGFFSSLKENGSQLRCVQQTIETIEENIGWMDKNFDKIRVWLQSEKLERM
RAD52 inh – blocks human RAD52 DNA annealing; P43351; recombinant RAD52 DNA annealing, FRET fluorescence; inhibition, % at 18.7 µM; 0.46% of 360,000 active; AID 651710;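 active = every replicate showing at least 50% inhibition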
CFTR F508del cor – correctors of CFTR F508del function in bronchial epithelial cells. CFBE cells, YFP halide quenching; stimulated with forskolin plus potentiator P3; % fluorescence drop versus neutral controls. 0.36% of 350,000 active. activity (quench increase), % at 7.58 µM;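 active = mean added fluorescence quench of at least 8% versus neutral control, with both replicates also reaching 8%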;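 also: cells transiently co-express mutant CFTR-F508del with the halide-sensitive YFP; corrector assay measuring rescue of mutant channel to the surface after 24 h compound exposure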
esBAF inh – blocks esBAF chromatin remodeling in mouse ES cells; 2% of 350,000 active; reporter increase, % at 12.5 µM; Bmi1-luciferase knock-in reporter, 24 h; 100% = twice the neutral-well signal; in the data active = activation above about 40%;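 also: 0% = median of the plate's neutral control wells and 100% = double that signal; a rise in the Bmi1 reporter signal indicates esBAF inhibition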
Xi reactivation – activators of X-chromosome reactivation in mouse fibroblasts; activation, % at 7.58 µM; 0.055% of 360,000 active; XiGFP mouse fibroblasts, % GFP-positive cells imaging, 3 d; cells co-treated with 5-aza-dC sensitizer; scaled so ellipticine positive control = 100%;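 active = mean normalized replicate activation at least 10% and every replicate at or above 10%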;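 also: 0% = median of on-plate neutral control wells and 100% = ellipticine 6 µM median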
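assay system = SV40-immortalized XiGFP fibroblast cells, line 68-5-11 | buffer or medium = DMEM plus 5-aza-dC sensitizer | doses = single-point pinned compound dosing | times = 3-day compound exposure, then 15 min fixation at room temperature | benchmarks = positive control ellipticine, 6 µM final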
RAD54 inh – inhibitors of human RAD54 branch migration. Q92698. AID 602329. RAD54 Holliday junction branch migration, FAM/BHQ fluorescence. inhibition, % at 10.4 µM. 0.14% of 360,000 active;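 active = mean normalized replicate activity at least 40 and at least half of replicates scoring 40 or more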;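 also: 0% = median of neutral control wells and 100% = median of positive control wells; inhibitors cause a drop in the FAM fluorescence signal; in these data hits start at about 50%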
INS-1E GSIS act – primary screen for activators of insulin secretion dependent on glucose, INS-1E cells, GLuc reporter luminescence. INS-1E GLuc reporter insulin secretion, 2-3 h. activation, % at 16.6 µM. 0.61% of 370,000 active. AID 743287;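 active = lowest replicate activation of at least 40%, so every replicate reaches that level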;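 also: 0% = median of neutral control wells and 100% = median of IBMX positive control wells; some compounds called inactive have numbers as strong as hits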
An asterisk follows results filed as active; nt = not tested or not shown. Rows were taken by chance. Share with any hit: about 3.3%.

SMILES	ARNT TACC3 PPI	ERAP1 inh	RAD52 inh	CFTR F508del cor	esBAF inh	Xi reactivation	RAD54 inh	INS-1E GSIS act
CC(NC(=O)COC(=O)c1ccc(OCC2CCCO2)cc1)c1ccccc1Cl (configuration not stated)	-2	1	-18	-4.5	-9	0.0	-5	-18
O=C(CN1CCOCC1)N[C@@H]1CC[C@@H](CCNC(=O)C2CCCC2)O[C@H]1CO	11	-2	-7	0.3	-9	0.2	2	9
N#Cc1ccc(OCC(O)CN2CCN(C(c3ccccc3)c3ccccc3)CC2)cc1 (configuration not stated)	3	-5	-9	0.4	0	0.0	0	-33
C[C@H]1CN([C@@H](C)CO)S(=O)(=O)c2ccc(C#Cc3ccncc3)cc2O[C@H]1CN(C)C(=O)c1ccncc1	-3	1	-12	3.6	15	-0.9	-4	5
c1ccc(-c2ccc(-c3ccccc3)[nH]2)cc1	-4	0	-12	2.0	72*	-0.1	-1	-43
O/N=C1\CC/C(=N\O)c2nn(-c3ccccc3Cl)nc21	-21	-2	1	nt	-4	nt	-12	18
c1ccc(-c2cc3c(nn2)CCc2nonc2-3)cc1	-6	nt	nt	nt	0	nt	-5	24
COC(=O)c1ccc(Oc2ccc(C(F)(F)F)cn2)cc1	0	-2	-11	nt	nt	0.1	nt	56*
C[C@@H]1CN([C@H](C)CO)C(=O)c2cc(NC(=O)CCCCCC(=O)Nc3ccccc3N)ccc2O[C@H]1CN(C)S(=O)(=O)c1ccc(Cl)cc1	-1	3	14	-2.0	-3	0.0	9	10
O=C1N=C2SCCN2/C1=C\c1ccccc1Cl	-6	nt	nt	nt	-7	nt	-3	-35
CCOc1ccc(S(=O)(=O)N2CCCC(C(=O)N3CCN(c4ccccc4)CC3)C2)cc1 (configuration not stated)	6	2	0	-1.3	nt	0.3	15	-61
COc1ccc(NC(=O)N[C@H]2CC[C@@H](CC(=O)NCc3ccccn3)O[C@H]2CO)cc1	-4	-3	-10	0.3	-6	0.1	4	3
O=[N+]([O-])c1ccc(Cc2cncc(O)c2)cc1	1	1	-6	6.0	-4	0.1	11	-4
O=C(CN1C(=O)CSc2ccccc21)NCCC1=CCCCC1	-1	-3	19	1.7	-5	nt	-12	2
C#CCNC(=O)C1CCN(c2cc(C)nc(-c3ccccc3)n2)CC1	0	2	-11	3.6	nt	0.3	nt	0
CNS(=O)(=O)c1cc(Br)ccc1S(=O)c1ccccc1C(=O)O (configuration not stated)	-4	1	-4	-1.1	-2	0.0	nt	-4
Cc1ccccc1-c1ccc([C@H]2[C@@H](CO)N3CCCCN(S(=O)(=O)Cc4ccccc4)C[C@H]23)cc1	23	0	69*	-2.0	-5	0.1	-11	-2
Cc1cccc(NNC(=O)c2c(F)cccc2Cl)c1	-11	0	-1	0.8	0	0.0	2	nt
CCOc1ccccc1N(CC(=O)OC)S(C)(=O)=O	5	-4	9	1.1	-1	nt	-11	-3
Cc1c(Cl)cccc1NC(=O)CN(C1CCCCC1)S(C)(=O)=O	9	0	9	-1.4	6	0.0	4	-9
O=C(C[C@H]1C/C=C\CC[C@@H](Cc2ccc(F)cc2)C(=O)OC[C@H]2CCCN2C1=O)N[C@@H](CO)Cc1ccccc1	-3	-7	-10	3.3	10	0.0	-9	-13
O=C(NCCc1ccccc1C(F)(F)F)C1CCC(=O)N(CCCN2CCCC2=O)C1 (configuration not stated)	-2	1	8	-1.3	1	0.0	-10	nt
CCOc1cc(C(=O)N(CC)CC(=O)Nc2c(F)cccc2F)ccc1OCC(=O)N1CCCCC1	-5	1	1	3.8	nt	0.0	0	-9
c1csc(CNc2ncnc3ccc(-c4ccoc4)cc23)c1	1	-7	-296	-0.9	-15	0.0	1	14
Cc1[nH]c2c(C)cccc2c1CC(=O)O	-9	-1	-11	0.3	-4	0.2	-4	-6
CCOC(=O)CN1C(=O)C(=O)N(Cc2ccccc2F)C1=O	-2	1	-8	-3.7	-6	0.1	-9	5
CCC(=O)N(C)C[C@@H]1Oc2ncc(C#C[C@@H](C)O)cc2C(=O)N([C@H](C)CO)C[C@H]1C	-11	1	-5	-4.1	-1	-0.9	-2	20
COc1ccc(C(=O)NCCN2CCN(C(=O)c3ccc(OC)c(OC)c3)CC2)cc1OC	3	0	0	-1.3	-4	-0.1	-8	24
O=C(C[C@@H]1CC[C@H]2[C@@H](COC[C@@H](O)CN2C(=O)c2ccccc2F)O1)NCc1ccc(Cl)c(Cl)c1	1	nt	nt	-1.1	6	0.4	3	-17
Cc1cccc(NC(=O)/C(C#N)=C/c2cn(CC(=O)NCc3ccco3)c3ccccc23)c1C	-17	nt	nt	nt	8	-0.3	nt	13

Of the compounds above, these have a furan ring, fused or not.
SMILES	ARNT TACC3 PPI	ERAP1 inh	RAD52 inh	CFTR F508del cor	esBAF inh	Xi reactivation	RAD54 inh	INS-1E GSIS act
c1csc(CNc2ncnc3ccc(-c4ccoc4)cc23)c1	1	-7	-296	-0.9	-15	0.0	1	14
Cc1cccc(NC(=O)/C(C#N)=C/c2cn(CC(=O)NCc3ccco3)c3ccccc23)c1C	-17	nt	nt	nt	8	-0.3	nt	13

Additional entries:
SMILES	ARNT TACC3 PPI	ERAP1 inh	RAD52 inh	CFTR F508del cor	esBAF inh	Xi reactivation	RAD54 inh	INS-1E GSIS act
O=C(CSc1nccc(=O)[nH]1)Nc1ccc2ccccc2c1	-9	0	-36	2.9	1	0.0	1	13
Cc1cc(-c2ccccc2)c2c(=O)n(-c3ccccc3)[nH]c2n1	14	0	0	2.4	-5	0.0	-1	4
CC(=O)Nc1ccc(S(=O)(=O)N(C)CC(=O)Nc2ccc(F)c(F)c2F)cc1	nt	3	3	0.8	1	-0.1	nt	9
O=C1NC(c2ccccc2)=CC(c2ccccc2O)N1 (configuration not stated)	-4	-1	-3	3.2	-1	0.9	-2	nt
COc1ccccc1CNC(=O)C[C@@H]1C=C[C@H](NC(=O)CN(C)C)[C@@H](CO)O1	8	-1	6	0.5	-2	-0.4	2	14
C/C(CC(=O)Nc1ccccc1Cl)=N\NC(=O)C(=O)NCCO	-4	-1	11	1.4	8	0.0	-11	13
COc1ccc(C(CCNCc2ccc(N(C)C)cc2)c2ccccc2)cc1 (configuration not stated)	11	4	-32	-1.2	0	0.1	4	-43
O=C(C1CCOCC1)N1CC(=O)N2[C@H](CO)[C@@H](c3ccc(C#CC4CC4)cc3)[C@@H]2C1	nt	0	4	0.6	nt	0.2	nt	7
CCCc1cc(=O)oc2c(C)c(OCc3nn[nH]n3)ccc12	4	4	-7	-2.4	-7	0.0	nt	nt
CCN1CCN(S(=O)(=O)c2ccc3c(c2)NC(=O)CS3)CC1	-4	1	-6	-1.1	-2	0.5	1	-3
COc1cccc(C(=O)N[C@H](C(=O)N2CCC[C@H]2C(=O)NCc2ccccc2)C(C)C)c1	nt	-1	-1	-1.0	nt	-0.1	nt	nt
COc1ccc(NC(=O)CCNC(=O)C2CCN(S(=O)(=O)c3ccc(F)cc3)CC2)cc1OC	-1	1	-9	3.0	1	0.1	-17	-3
O=C(NCCCO)c1cc2c([nH]c3ccccc32)c(-c2ccc(F)cc2)n1	-5	4	-154	-3.0	-4	0.3	8	-17
C[C@@H]1CN([C@@H](C)CO)C(=O)Cc2cc(NC(=O)c3ccncc3)ccc2O[C@@H]1CN(C)C(=O)Nc1ccc(C(F)(F)F)cc1	-1	1	-6	1.6	-2	-0.2	4	15
CC(=O)Nc1cccc(-c2ccnc3c2CC(C(=O)NCC2CC2)O3)c1 (configuration not stated)	nt	3	-7	3.9	-3	0.0	2	1
CC[C@]1(C(=O)OC)[C@H]2C(=O)N(Cc3ccccc3)C(=O)[C@H]2[C@H]2CN=C(SCC(=O)c3ccccc3)N21	2	4	-33	1.2	1	-0.1	-6	9
Cc1ccc(Cn2nnc3c(=O)[nH]c(C4CCCN(C(=O)c5ccco5)C4)nc32)cc1 (configuration not stated)	-4	3	-11	2.6	-3	0.3	-29	82
O=C(CCC(=O)N1CCOc2ccccc21)NC1CCCCCC1	-4	2	-8	0.8	6	0.2	3	-2
N#CC(c1nc2ccccc2nc1N1CCOCC1)S(=O)(=O)c1ccccc1 (configuration not stated)	6	-3	-110	0.5	nt	0.0	nt	nt
CNC(=O)c1ccc(NC(=O)c2cc(S(=O)(=O)N3CCOCC3)ccc2N2CCCC2)cc1	-4	2	6	-0.9	-2	0.0	3	-3
CC1CCCCN1C(=O)CSc1nnc2c(n1)[nH]c1ccccc12 (configuration not stated)	-9	2	-8	0.8	29	0.0	-2	11
Cc1ccccc1S(=O)(=O)Cc1ccc(C(=O)N2CC(C)CC(C)C2)o1 (configuration not stated)	-20	-1	-3	-4.7	18	0.1	-2	-1
CC(C)NC(=O)N(O)C1N(Cc2ccc3c(c2)OCO3)C(=S)SC1(C)C (configuration not stated)	-4	nt	nt	nt	14	nt	-9	-4
O=C(C[C@H]1CC[C@H]2[C@@H](COC[C@H](O)CN2Cc2cccc(Cl)c2)O1)Nc1nccs1	0	4	-5	-3.3	-6	-0.1	-1	-4
CS(=O)(=O)N1CCCC(C(=O)NCc2ccco2)C1 (configuration not stated)	-10	7	-18	-2.1	-2	nt	1	10
O=C1c2cccc3cccc(c23)C(=O)N1Cc1ccco1	-2	-1	-7	-2.4	nt	0.0	nt	4
CC(C)CNC(=O)c1cccc(NC(=O)c2ccc(NC(=O)c3ccco3)cc2)c1	-7	nt	nt	nt	9	nt	-4	32
COc1cccc(-n2nnnc2SCC(=O)c2ccc(NC(C)=O)cc2)c1	-14	-1	24	1.7	3	nt	2	-1
Cc1ccc(C)c(S(=O)(=O)N2CCCOC2CNC(=O)C(=O)NCCCN2CCOCC2)c1 (configuration not stated)	-15	-5	-15	2.3	4	-0.1	5	-9
Cc1cc(C(=O)COC(=O)c2nccnc2N)c(C)n1C	0	5	-13	nt	-21	0.0	-3	12
O=C(c1ccncc1)N1CCN(c2cc(-c3ccccc3)nc3cc(-c4cccc(Cl)c4)nn23)CC1	nt	-5	10	1.6	9	-0.1	-2	-15
Cc1ccc(NC(=O)CN(C)C(=O)CCSc2ccc(F)cc2)cc1	11	0	-3	-1.9	-3	0.0	-4	-4
CCOc1cc(C(=O)OCC(=O)Nc2cccc(C)c2)ccc1OCC(=O)N1CCOCC1	nt	-3	-6	-3.4	-10	0.0	0	7
O=C1CCCCC1C(=O)c1cn(-c2ccc(Cl)c(Cl)c2)nn1 (configuration not stated)	11	0	-37	-3.0	63*	0.2	9	-6
O=C(N[C@H]1CC[C@H](CCNS(=O)(=O)c2ccccc2Cl)O[C@H]1CO)c1ccccc1	-3	3	-6	0.7	1	-0.1	-4	8
O=C(NCC1CCCO1)c1cn(-c2ccccc2)nc1-c1ccc(F)cc1 (configuration not stated)	-8	1	-14	2.3	1	1.2	3	-3
C[C@@H](NC(=O)C[C@H]1C=C[C@@H](NC(=O)C2CC2)[C@H](CO)O1)c1ccccc1	7	0	-13	-1.5	-3	0.1	3	4
CC1(C(=O)NCc2ccc(F)c(F)c2)Cc2c(-c3cccc(C(F)(F)F)c3)ccnc2O1 (configuration not stated)	nt	5	-14	2.9	4	0.1	5	-32
CC(=O)Nc1ccc(NC(=O)c2c(C)nn(Cc3ccccc3)c2Cl)cc1	-11	-2	-19	0.3	5	0.3	17	11
Cc1noc(C)c1S(=O)(=O)N(CC(=O)N1CCc2ccccc21)c1ccc(C(C)C)cc1	-13	nt	-10	-2.1	3	0.0	-14	15

Bioassay records (PubChem BioAssay)
